# D1 ag: Allosteric Agonists of the Human D1 Dopamine Receptor: qHTS | D(1A) dopamine receptor (Homo sapiens), P21728 | HEK293 T-REx D1 cells, calcium flux, agonist mode | activation, % at 2 µM | 360,000 compounds, 1% hits; in the data active = activation above about 30%; note: 0% is about no effect
# Target sequence (P21728 whole entry, looked up): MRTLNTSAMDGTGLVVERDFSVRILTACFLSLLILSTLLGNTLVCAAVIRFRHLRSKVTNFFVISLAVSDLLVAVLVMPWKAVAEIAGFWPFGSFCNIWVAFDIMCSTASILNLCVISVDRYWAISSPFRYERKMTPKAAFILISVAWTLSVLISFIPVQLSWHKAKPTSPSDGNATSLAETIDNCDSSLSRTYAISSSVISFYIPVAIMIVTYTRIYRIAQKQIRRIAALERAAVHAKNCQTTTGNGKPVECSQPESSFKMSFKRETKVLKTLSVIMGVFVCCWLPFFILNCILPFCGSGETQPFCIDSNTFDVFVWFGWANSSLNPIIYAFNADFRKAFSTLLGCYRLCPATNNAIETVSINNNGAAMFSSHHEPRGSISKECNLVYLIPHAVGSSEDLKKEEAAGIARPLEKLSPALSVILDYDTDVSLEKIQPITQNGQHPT
#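 Tetracycline-induced HEK293 TREx D1 cells, force-coupled to calcium signalling, were dye-loaded with a no-wash calcium kit. Compound was pin-added after a 10 s baseline. Fluorescence was read kinetically at 1 cycle/s for 180 s, with calcium rises flagged as agonism.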
# Vif-A3G inh: qHTS for Inhibitors of Vif-A3G Interactions: qHTS. 410,000 compounds, 0.076% hits. Potency, µM (top dose mostly 46.1 µM), without a hit: top-dose activity, negative = active, most hits filed as inhibitors. HeLa A3G-eYFP + Vif (tagged APOBEC3G with the HIV-1 protein that degrades it), YFP fluorescence, overnight;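 note: potency is the fitted concentration of half-maximal effect; % is set by controls: 0 for no effect and ±100 for the full control effect; nearly all actives have a fitted effect of over 60% in size; hits raise eYFP signal because A3G escapes Vif-driven loss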
#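 Read-out is eYFP fluorescence (Ex 488/Em 500-530) from Vif-expressing HeLa A3G-eYFP cells; more signal means A3G escaped Vif-mediated degradation. Cells plated overnight, compound pinned in, incubated overnight at 37 deg C.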
# LDHA inh: qHTS assay for inhibitors of human lactate dehydrogenase | L-lactate dehydrogenase A chain (Homo sapiens), P00338 | purified LDHA, NADH/diaphorase-resazurin fluorescence; hits give low values | 480,000 compounds, 0.15% hits | activity change, % (values are at about 110 or 230 µM) | AID 1347041, 2019; in the data active = activity change below about -30%; inconclusive = mostly about -25% to -30%;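 note: plate controls were DMSO wells for no effect and wells without enzyme for full effect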
#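 Human LDH5 (2 nM) was incubated with 0.06 mM NADH and 0.2 mM pyruvate for 5 min at room temperature in Tris pH 7.4. Remaining NADH was coupled through diaphorase/resazurin, and resorufin fluorescence was read at 0 and 20 min.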
# Vif-A3F inh: qHTS for Inhibitors of Vif-A3F Interactions: qHTS; HeLa A3F-eYFP + Vif (tagged APOBEC3F with the HIV-1 protein that degrades it), YFP fluorescence increase; Potency, µM (series often up to 46.1 µM), for the others: at the top dose activity, negative = active; AID 602313, 2012; 390,000 compounds, 0.2% hits; note: potency is the fitted concentration of half-maximal effect; % of control where 0% means no effect; nearly all actives have a fitted effect of over 65% in size
#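 HeLa cells stably expressing A3F-eYFP plus Vif, plated and incubated overnight at 37 deg C, then exposed to compounds overnight at 37 deg C. Blocked degradation read as raised yellow fluorescence (Ex 488/Em 500-530).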
# Glioma ERSR ind: qHTS for Inducers of the Endoplasmic Reticulum Stress Response (ERSR) in Human Glioma: qHTS. U87-MG GRP78 promoter luciferase reporter, 16 h. Potency, µM, for inactives: at the highest dose activation, usual class: activators. 420,000 compounds, 0.02% hits. AID 602332, 2012; note: potency is the fitted concentration of half-maximal effect; series mostly up to about 76 µM; % of control where 0% means no effect; nearly all actives have a fitted effect of over 35% in size
#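 Stably transfected U87-MG glioma cells carrying a GRP78-based luciferase sensor; 16 h compound incubation. Luminescence end-point read 10 min after Bright-Glo addition at room temperature.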
# D2 potentiator: HTS Assay for Positive Allosteric Modulators of the Human D2 Dopamine Receptor: Primary Screen for Potentiators. potentiation, % at 10 µM. HEK293 T-REx D2, calcium flux, EC20 dopamine potentiation. 340,000 compounds, 0.34% hits. D(2) dopamine receptor (Homo sapiens), P14416;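 active = potentiation over 3 SD above the plate norm, cut at about 30% in these data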; note: 0% is about no effect
# Target sequence (P14416 whole entry, looked up): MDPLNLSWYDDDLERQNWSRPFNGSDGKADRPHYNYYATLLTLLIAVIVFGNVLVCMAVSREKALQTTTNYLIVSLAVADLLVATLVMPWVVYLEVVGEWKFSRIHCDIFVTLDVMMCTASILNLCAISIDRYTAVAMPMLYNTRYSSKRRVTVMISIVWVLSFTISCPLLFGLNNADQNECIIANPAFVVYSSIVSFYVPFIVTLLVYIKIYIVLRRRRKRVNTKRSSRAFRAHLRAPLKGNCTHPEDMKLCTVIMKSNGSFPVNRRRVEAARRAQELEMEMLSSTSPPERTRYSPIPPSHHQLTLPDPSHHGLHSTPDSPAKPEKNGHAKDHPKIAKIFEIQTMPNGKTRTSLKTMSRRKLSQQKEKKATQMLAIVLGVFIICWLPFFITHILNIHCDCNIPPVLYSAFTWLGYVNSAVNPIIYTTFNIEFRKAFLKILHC
#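 Tetracycline-induced HEK293 T-REx cells force-coupled to calcium signalling expressed D2; compounds were pin-added after a 10 s baseline, read kinetically 180 s, then an EC20 dopamine challenge followed with a further 180 s calcium read.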
# RXFP1 agonist: qHTS Assay for Agonists of the Relaxin Receptor RXFP1; Relaxin receptor 1 (Homo sapiens), Q9HBX9; HEK293T-RXFP1 cAMP TR-FRET, 30 min; response scale: percent of porcine relaxin response, buffer zero; Potency, µM (titrated, usually from 57.5 µM), for inactives: at the highest dose activation, most hits filed as activators; 370,000 compounds, 0.3% hits; note: potency is the fitted concentration of half-maximal effect; % is set by controls: 0 for no effect and ±100 for the full control effect; nearly all actives have a fitted effect of over 60% in size; many of its hits are not listed in these tables
#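 Agonist response is measured as cAMP accumulation in an RXFP1-transfected HEK293T line under PDE4 inhibition. Values are scaled between buffer-only and 29 nM porcine relaxin, and EC50s come from standard Hill equation fits.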
# D1 potentiator: Potentiators of Human D1 Dopamine Receptor: qHTS | HEK293 TREx D1 cells, calcium flux, dopamine EC20 potentiation | potentiation, % at 10 µM | AID 504651, 2011 | 360,000 compounds, 0.036% hits | D(1A) dopamine receptor (Homo sapiens), P21728; in the data active = potentiation above about 30%; note: 0% is about no effect
# D1 antag: Antagonist of Human D 1 Dopamine Receptor: qHTS; D(1A) dopamine receptor (Homo sapiens), P21728; HEK293 TREx D1 cells, calcium flux, dopamine EC80; hits give low values; activity change, negative = inhibition, % at 10 µM; 360,000 compounds, 3.2% hits; AID 504652, 2011; in the data active = activity change below about -30%; note: % is set by controls: 0 for no effect and ±100 for the full control effect
#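 Allosteric or orthosteric antagonism assessed as attenuation of the calcium response to EC80 dopamine, added 180 s after compound, in induced HEK293 Trex D1 cells loaded with no-wash calcium dye.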
# Starred values were filed as active, the others as inactive; ? = inconclusive; · = no result given. Unless noted, calls come from the whole dose curve; as a rule, active = well fitted curve in the direction sought with a large enough effect; inconclusive = small, poorly fitted or top-dose-only effect, or another doubt; inactive = no such curve, though single readings can be large; an effect the other way counts as inactive or inconclusive. An excerpt. The share of hits here may be higher or lower than overall.
item	Molecule	D2 potentiator	Vif-A3F inh	D1 antag	LDHA inh	RXFP1 agonist	D1 potentiator	Vif-A3G inh	D1 ag	Glioma ERSR ind
1	COc1ccc(-c2nnc(SCC(=O)Nc3ccc(Cl)cc3)n2C)cc1	-10	0%	3	-6	-2.8%	1	0%	-1	-2%
2	COc1ccc2nc(SCC(=O)Nc3ccc4c(c3)OCCO4)[nH]c2c1	12	-5%	-10	2	1.5%	-3	-5%	2	-9%
3	CCCCN1CN=C(Nc2nc3ccccc3o2)NC1	-6	-4%	-6	-4	1.9%	1	-5%	2	3%
4	COc1ccc(C2C(C#N)=C(N)OC3=C2C(=O)CC(C)(C)C3)cc1Cn1cc([N+](=O)[O-])cn1 (centres undefined)	0	1%	-15	-1	5.6%	-6	0%	2	-3%
5	COc1ccccc1CNS(=O)(=O)c1cc(Br)cc2c1N(C(=O)C1CC1)CC2	21	-1%	8	-7	-0.6%	3	-4%	1	-3%
6	CN1c2ccccc2C(=O)C(=C2SCCCS2)S1(=O)=O	-9	-2%	5	-5	1.5%	-2	-1%	4	2%
7	COc1ccc(NC(=O)CCc2c(C)nc3nc(C)nn3c2C)cc1	9	-1%	8	-3	5.9%	-1	3%	0	-5%
8	O=c1cc2c(nn1Cc1cccc(Cl)c1)-c1ccccc1CC2	-8	·	5	3	-0.1%	-1	1%	-1	-6%
9	COC(=O)c1nc2ccc(C)cn2c1F	18	0%	-58*	-2	6.3%	-4	2%	0	-3%
10	CCOC(=O)c1cc(S(=O)(=O)N2CCN(C3CCCCC3)CC2)cn1C	-13	-1%	11	-3	1.9%	3	4%	3	-2%
11	CCn1cc(C(=O)N2CC=C(c3ccccc3)CC2)c(=O)c2ccc(C)nc21	8	3%	-20	4	-1.7%	-1	-3%	14	-3%
12	COc1cc(OC)cc(C(=O)N2CCN(C3CCC(C)CC3)CC2)c1 (centres undefined)	·	-30%	·	-13	·	·	-7%	·	-1%
13	Cn1cnnc1SCCOc1ccc(Cl)cc1	7	-1%	3	-4	1.0%	-4	1%	2	11%
14	O=C(NCc1ccccc1F)c1ccc(S(=O)(=O)NCc2ccco2)cc1	16	3%	-11	-3	2.4%	-3	3%	3	-6%
15	O=C(c1ccco1)N1CCN(S(=O)(=O)c2ccc(C3CCCCC3)cc2)CC1	-7	-3%	-1	-6	2.0%	-3	3%	1	-1%
16	CC(=O)Nc1ccc(S(=O)(=O)Nc2nc3ccccc3nc2Sc2nncn2C)cc1	10	10µM*	3	-2	1.4%	-3	-16%	2	-4%
17	NC1=NC(c2ccccc2)N=C(Nc2ccccc2)N1 (centres undefined)	-11	·	6	·	-0.5%	-10	·	0	·
18	CC(NS(C)(=O)=O)C(c1cccs1)N1CCN(C)CC1 (centres undefined)	-1	-4%	-2	-5	-0.7%	-1	1%	2	-3%
19	CC(C)Cc1csc(NC(=O)C(C)C)c1C(=O)O	8	2%	4	-13	3.4%	-5	-22%	1	4%
20	COCCNc1oc(/C=C/c2cccs2)nc1S(=O)(=O)c1ccccc1	·	-1%	·	-20	·	·	-5%	·	-4%
21	Clc1ccc(-c2nnc3sc(-c4ccccn4)nn23)cc1	-1	·	2	·	-0.3%	0	·	2	·
22	O=C(CNC(=O)c1ccc(Br)cc1)c1ccc(Br)cc1	-2	3%	-2	-7	-3.8%	-1	-1%	2	5%
23	Cc1c(Br)c([N+](=O)[O-])nn1CC(=O)Nc1sc2c(c1C(=O)OC(C)C)CCCC2	-7	0%	14	-4	-0.1%	-7	-5%	1	-4%
24	COCCn1nnnc1CN(CCc1ccccc1)Cc1cc2ccc(C)cc2[nH]c1=O	13	-4%	-38*	0	1.1%	-1	-5%	0	-2%
25	O=C(O)c1ccc(N=NNc2cccc([N+](=O)[O-])c2)cc1	2	0%	12	-6	-0.7%	-1	-21%	1	-7%
26	O=C(COc1ccc([N+](=O)[O-])cc1)NCCC1=CCCCC1	12	5%	-16	-5	1.8%	-5	-2%	2	2%
27	Cc1cccc(NC(=O)C2CC(=O)N(c3ccccc3)C2)c1C (centres undefined)	1	0%	-8	-7	3.0%	-2	-1%	2	1%
28	COCCN=c1scc(C)n1/N=C/C1CC2C=CC1C2 (centres undefined)	5	-14%	-5	0	-1.4%	-7	-8%	1	8%
29	COc1cc2c(cc1NC(=O)Cn1cnc3c1c(=O)n(C)c(=O)n3C)oc1ccccc12	11	·	-11	·	1.8%	0	·	1	·
30	CC(O)CNc1nc2c(c(=O)n(Cc3ccccc3)c(=O)n2C)n1C (centres undefined)	14	5%	5	-9	9.0%	2	-1%	0	-5%
31	CCCn1c(-c2ccc(S(=O)(=O)N3CCOCC3)cc2)csc1=Nc1ccc(OCC)cc1	7	2%	-12	0	2.9%	-5	1%	0	-2%
32	Cc1ccc(NC(=O)CSc2nc(-c3cccs3)nc3cc(=O)[nH]n23)cc1	-1	-5%	-11	2	4.4%	2	-11%	1	4%
33	CCOC(=O)c1c(C)n(C)c2cc([N+](=O)[O-])c(O)c([N+](=O)[O-])c12	0	4%	-8	0	15%	-4	2%	0	0%
34	CC(C)Oc1ccc(C2CC(=O)N(c3cccc(C(=O)O)c3)C2=O)cc1 (centres undefined)	17	-8%	14	-17	-0.1%	-2	2%	1	14%
35	Cc1ccc(-c2nc(-c3cc4cccc(OCc5cccc(F)c5)c4oc3=O)no2)cc1	-4	8.9µM*	2	-1	11%	2	-29%	-1	-2%
36	CCn1nnc(C(=O)O)c1C(=O)O	-1	-9%	2	-11	-1.2%	3	0%	1	-3%

# Rewritten with values ahead of the structure: entries from further up.
item | D2 potentiator | Vif-A3F inh | D1 antag | LDHA inh | RXFP1 agonist | D1 potentiator | Vif-A3G inh | D1 ag | Glioma ERSR ind | Structure
25 | 2 | 0% | 12 | -6 | -0.7% | -1 | -21% | 1 | -7% | O=C(O)c1ccc(N=NNc2cccc([N+](=O)[O-])c2)cc1
26 | 12 | 5% | -16 | -5 | 1.8% | -5 | -2% | 2 | 2% | O=C(COc1ccc([N+](=O)[O-])cc1)NCCC1=CCCCC1
27 | 1 | 0% | -8 | -7 | 3.0% | -2 | -1% | 2 | 1% | Cc1cccc(NC(=O)C2CC(=O)N(c3ccccc3)C2)c1C (centres undefined)
28 | 5 | -14% | -5 | 0 | -1.4% | -7 | -8% | 1 | 8% | COCCN=c1scc(C)n1/N=C/C1CC2C=CC1C2 (centres undefined)
29 | 11 | · | -11 | · | 1.8% | 0 | · | 1 | · | COc1cc2c(cc1NC(=O)Cn1cnc3c1c(=O)n(C)c(=O)n3C)oc1ccccc12
30 | 14 | 5% | 5 | -9 | 9.0% | 2 | -1% | 0 | -5% | CC(O)CNc1nc2c(c(=O)n(Cc3ccccc3)c(=O)n2C)n1C (centres undefined)
31 | 7 | 2% | -12 | 0 | 2.9% | -5 | 1% | 0 | -2% | CCCn1c(-c2ccc(S(=O)(=O)N3CCOCC3)cc2)csc1=Nc1ccc(OCC)cc1
32 | -1 | -5% | -11 | 2 | 4.4% | 2 | -11% | 1 | 4% | Cc1ccc(NC(=O)CSc2nc(-c3cccs3)nc3cc(=O)[nH]n23)cc1

# Continued.
item	Molecule	D2 potentiator	Vif-A3F inh	D1 antag	LDHA inh	RXFP1 agonist	D1 potentiator	Vif-A3G inh	D1 ag	Glioma ERSR ind
37	COc1c(C)cc(Br)cc1C(=O)Nc1ccccc1C	-3	-4%	-24	-8	-0.2%	2	-4%	5	1%
38	O=C1NC(=O)/C(=C\c2cn(CC(=O)N3CCOCC3)c3ccccc23)S1	-1	2%	-1	-8	-1.2%	·	0%	6	-2%
39	O=C(CCn1c(=S)[nH]c2ccccc2c1=O)NCCc1ccccc1	·	3%	-6	-17	12%	-1	2%	4	2%
40	CN(C)CCNC(=O)c1cccc2ccc(-c3ccc(-c4ccccc4)cc3)nc12	·	-3%	·	-7	·	·	-5%	·	10%
41	O=C(NCc1ccncc1)Nc1cccc([N+](=O)[O-])c1	-21	-6%	-7	-2	2.7%	-4	1%	8	1%
42	COc1ccc(C(=O)Nc2cc(C(F)(F)F)ccc2N2CCN(c3ccccc3)CC2)cc1OC	5	-3%	9	1	-0.3%	0	1%	-1	-1%
43	COc1ccccc1Nc1nc(C)c(C(=O)Nc2ccccc2)s1	-1	0%	-38*	2	-0.3%	-8	0%	3	?
44	Cc1ccc(CCCOC(=O)C[N+]2(C)CCCC2)cc1	12	10%	-3	-24	-0.9%	-2	2%	3	-5%
45	CC(C)(C)Cc1nnc(NS(=O)(=O)c2ccc(F)cc2)s1	12	-2%	2	-7	0.3%	0	1%	1	-1%
46	COC(=O)c1ccc(/C=N/NC(=O)CNc2cccc(C)c2)cc1	-22	-12%	-11	-6	0.1%	-5	-4%	3	-1%
47	O=C(NNC(=O)c1ccc(O)cc1O)c1ccc(-c2ccccc2)cc1	6	10%	-18	1	3.0%	-2	-1%	13	3%
48	O=C1/C(=C\c2ccc(O)cc2)CCC1CNc1ccc(Cl)cc1 (centres undefined)	·	0%	·	-9	·	·	0%	·	-3%
49	CC1=C(C(=O)Nc2cc(C(=O)N3CCN(c4ccc(Cl)cc4)CC3)ccc2C)SCCO1	·	-5%	·	-4	·	·	-1%	·	-2%
50	CCN(CC)S(=O)(=O)c1ccc(C(C)NC(=O)Cc2c[nH]c3ccccc23)cc1 (centres undefined)	6	-22%	-2	-2	-0.6%	1	9%	25	-6%
